Source: PubChem BioAssay (National Center for Advancing Translational Sciences (NCATS))
Pf Dd2 growth: inhibitors of Plasmodium falciparum Dd2 growth; P. falciparum Dd2 growth, SYBR Green, 72 h; Potency, µM (top dose mostly 28.9 µM), for inactives: at the highest dose activity, negative = inhibition, hits mostly inhibitors; 120,000 tested, 4.3% active; AID 1347417; active = well fitted inhibition curve with a large enough effect; inconclusive = small, poorly fitted or top-dose-only effect; inactive = no such curve, though single readings can be large or run the other way;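 also: plate controls were DMSO vehicle for no effect and reference drug for full effect; nearly all actives have a fitted effect of over 65% in size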
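Infected erythrocytes (Dd2, 0.3% parasitemia, 2.5% hematocrit final) are added to compound in RPMI-1640/Albumax II medium, grown 72 h at 37C in low oxygen, then lysed with saponin/Triton-X containing SYBR Green and read by fluorescence.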
The depositor's hits bear a star; i = inactive; ? = inconclusive; [ ] = remark or other dose. Potency is read from the fitted curve at half-maximal effect. This is a subset; count on the stated rates, not on these rows.

Start of the data: the first 14 entries, ahead of the listing:
SMILES | Pf Dd2 growth
CN(C)Cc1cn(C[C@H]2C[C@@H](NS(C)(=O)=O)[C@H](O)[C@@H]2O)nn1 | 11.3%[44.1 µM]
NCc1ccccc1-c1cnc2ccccc2c1 | 10µM*
Cc1cccc(C)c1OCc1cc(C(=O)N(C)CCCC2CCCC2)no1 | -2.1%
CCCCN1CCCc2cc(CN(CCCN3CCOCC3)C(=O)Nc3ccc(OCC)cc3)ccc21 | ?
CC(C)CNC(=O)C1CCc2sc(C(=O)N3CCCCC3)cc2C1 (stereo not given) | ?
CCCNC(=O)N1CCCCC1c1nc(CCOc2ccc(F)cc2)no1 (stereo not given) | -1.3%
COc1cccc(C(=O)N(C)C(C)c2cccs2)c1 (stereo not given) | -29.6%[44.1 µM]
COc1ccc2c(c1)c(CN1CCOCCNC(=O)CC1)cn2C | ?
O=C1Nc2ccccc2CNC12CCN(Cc1ccncc1)CC2 | 13.6%
CCC(C)NC(=O)CC1=CSC2=NC(C)=C(C(=O)OC)C(c3cccc([N+](=O)[O-])c3)N12 (stereo not given) | -20.4%
COc1ccc(CNC(=O)C2CCN(S(=O)(=O)c3ccc(C)cc3)CC2)cc1 | 14.3%
CCc1nn(CC(=O)Nc2cc(C)cc(C)c2)c(=O)c2cc3sccc3n12 | -5.6%
COc1ccccc1OCCNC(=O)[C@H]1CCC[C@H]1NC(=O)c1cnc(C)cn1 | 2.5%
CCOc1ccc(NC(=O)N2CCc3cc(OC)c(OC)cc3C2CNC(=O)C2CC2)cc1 (stereo not given) | ?

The listing, previewed entries included:
SMILES | Pf Dd2 growth
CN(C)Cc1cn(C[C@H]2C[C@@H](NS(C)(=O)=O)[C@H](O)[C@@H]2O)nn1 | 11.3%[44.1 µM]
NCc1ccccc1-c1cnc2ccccc2c1 | 10µM*
Cc1cccc(C)c1OCc1cc(C(=O)N(C)CCCC2CCCC2)no1 | -2.1%
CCCCN1CCCc2cc(CN(CCCN3CCOCC3)C(=O)Nc3ccc(OCC)cc3)ccc21 | ?
CC(C)CNC(=O)C1CCc2sc(C(=O)N3CCCCC3)cc2C1 (stereo not given) | ?
CCCNC(=O)N1CCCCC1c1nc(CCOc2ccc(F)cc2)no1 (stereo not given) | -1.3%
COc1cccc(C(=O)N(C)C(C)c2cccs2)c1 (stereo not given) | -29.6%[44.1 µM]
COc1ccc2c(c1)c(CN1CCOCCNC(=O)CC1)cn2C | ?
O=C1Nc2ccccc2CNC12CCN(Cc1ccncc1)CC2 | 13.6%
CCC(C)NC(=O)CC1=CSC2=NC(C)=C(C(=O)OC)C(c3cccc([N+](=O)[O-])c3)N12 (stereo not given) | -20.4%
COc1ccc(CNC(=O)C2CCN(S(=O)(=O)c3ccc(C)cc3)CC2)cc1 | 14.3%
CCc1nn(CC(=O)Nc2cc(C)cc(C)c2)c(=O)c2cc3sccc3n12 | -5.6%
COc1ccccc1OCCNC(=O)[C@H]1CCC[C@H]1NC(=O)c1cnc(C)cn1 | 2.5%
CCOc1ccc(NC(=O)N2CCc3cc(OC)c(OC)cc3C2CNC(=O)C2CC2)cc1 (stereo not given) | ?
Cc1ccccc1CSCc1ccc(C(=O)NCCc2ccccc2)o1 | 19.9%
CCN1C(=O)C2(CCN(C(=O)NC3CCCCC3)CC2)c2ccccc21 | ?
CC(C)c1nc2c(c(-c3ccc(Cl)cc3)n1)CCN(Cc1ccsc1)CC2 | ?
CCCCCn1c(=O)[nH]c2cc(C(=O)N3CCN(c4cccc(OC)c4)CC3)ccc2c1=O | -13.0%
CCOC(=O)C1=C(CN2CCN(c3ccc(C)cc3C)CC2)NC(=O)NC1c1ccc(OC)cc1 (stereo not given) | ?
COc1ccc(CN2CCOc3nc(-c4ccc(C(=O)N(C)C)cc4)ncc3C2=O)cc1 | ?
CCN(CC)CCNC(=O)C(=O)NCC(c1ccc2c(c1)OCO2)N1CCOCC1 (stereo not given) | -0.8%
O=c1oc2ccc3ccccc3c2cc1-c1nnc(Nc2ccccc2F)s1 | 38.3%[activator]
COc1ccc(-c2cnc([C@@H]3COCCN3Cc3ccc(C)cc3)[nH]2)cc1 | i
CCc1ccc(CN2C[C@@H]3C(=O)N(Cc4ccc5c(c4)OCO5)C(=O)[C@@H]3C2)cc1 | -3.4%
O=C(C1CCCO1)N1CCN(c2nc(-c3cccnc3)nc3c2CNC3)CC1 (stereo not given) | -10.7%
O=C(NCCc1ccccc1)C(=O)NCC(c1ccc2c(c1)OCO2)N1CCOCC1 (stereo not given) | 8.6%
Cc1ccccc1CSc1nnc2[nH]c(=O)cc(C)n12 | i
CCCOc1ccc(OC(=O)c2ccc(-c3ccc(CCC)cn3)cc2)cc1 | 7.8%
O=C(c1ccc2c(c1)OCO2)N1CCC2(CC1)CC(c1ccccc1)=NO2 | -23.5%
C[S+](=O)([O-])N1CC2(CCN(C(=O)CCC(=O)O)C2)Cc2ccccc21 (stereo not given) | -5.5%
COCCN1C(=O)[C@H]2CN(Cc3ccc(OC)cc3)C[C@H]2C1=O | 24.6%
CC(C)c1nnc(C2CN(C(=O)c3cccc(Br)c3)CC23CCOCC3)o1 (stereo not given) | 12.0%
CC(C)NC(=O)N1CCN(S(=O)(=O)c2ccccc2)[C@@H](C(=O)N[C@H](Cc2c[nH]c3ccccc23)C(N)=O)C1 | ?
Cc1ccc(-c2nnc3c4ccccc4c(-c4ccccc4)nn23)cc1 | 19.2%
COCCNC(=O)c1ccc2c(c1)OCCN(c1ccccc1)C2 | ?
COc1ccc(CC(=O)N2CNC(=O)C23CCN(C(=O)[C@@H](N)c2ccccc2)CC3)cc1 | 0.7%
CCOCCCNc1ncnc2c1CN(C1CCNCC1)C(=O)CN2C | -8.0%
O=C1Cc2c(-c3ccc4c(c3)OCO4)n[nH]c2CN1Cc1ccccc1 | -17.3%[44.1 µM]
COc1cccc2c1OCCCN(C(=O)c1ccc(C3CCCNC3)cc1)C2 (stereo not given) | i
COC(=O)c1c(NC(=O)COc2cc(C)c(Cl)c(C)c2)sc2c1CCCC2 | 2.8%
COc1ccc(-c2ccc3c(c2)C(=O)N2CC[C@H](NC(=O)C4CCNCC4)C[C@H]2C(=O)N3)c(OC)c1 | ?
COc1ccccc1C(=O)N1CCN(C(=O)c2nnn3c2COC(c2ccc(C)cc2)C3)CC1 (stereo not given) | i
COc1ccc(NC(=O)c2ccc3c(c2)sc2nc(-c4ccc(OC)cc4)cn23)cc1 | i
CNC(=O)c1cccc(-n2c(C)nc3cccnc32)c1C | 16.4%
CCOCC(=O)N[C@@H]1CN(Cc2ccccc2)C[C@H]1CN(C)C | i
O=C(NCc1ccccc1)NC[C@H]1Cn2c(-c3ccc4c(c3)OCO4)cnc2CO1 | ?
Cc1ccc(N(C)C(=O)c2noc3c2CCCCC3)cc1C | i
Cc1cn2nc(C(=O)NCc3cccc(C(F)(F)F)c3)cc2c(=O)[nH]1 | -18.7%
CCOCC(=O)NC1CCN(c2cnn(C)c(=O)c2)CC1 | 20.1%
Cc1ccc(NC(=O)N[C@@H]2C=C(C(=O)N[C@@H](Cc3cccs3)C(N)=O)C[C@@H](O)[C@@H]2O)cc1 | -3.3%
CC(C)CCNc1ncnc2c1cnn2-c1cccc(Cl)c1 | i
COc1ccc(C)cc1NC(=O)c1noc2c1CSc1ccccc1-2 | 31.0%[activator]
CC[C@H]1CN(C(=O)NC(C)C)CC[C@H]1CC(=O)Nc1ccccc1 | -16.5%[44.1 µM]
CCOC(=O)C1(Cc2ccc(Cl)cc2)CCN(Cc2ccc(OC)cc2O)CC1 | 0.0891µM*
CCOc1cc(C2c3c(oc4ccc(F)cc4c3=O)C(=O)N2Cc2ccco2)ccc1O (stereo not given) | ?
O=C(CC1CCN(S(=O)(=O)c2cccs2)C1)NCc1ccccc1 (stereo not given) | -4.6%
CCN1CCN(c2cc(C)c3cc(NC(=O)/C=C/c4cccc(OC)c4OC)ccc3n2)CC1 | 1.12µM*
CCn1c(=O)c2sccc2n2c(CCC(=O)N3CCN(c4ccccc4OC)CC3)nnc12 | -4.0%
COc1ccc(-c2noc(-c3cccn3CC(=O)Nc3cccc(F)c3)n2)cc1F | ?
CCN(CC)c1cc(C)c2cc(NC(=O)c3ccccc3Cl)ccc2n1 | ?

Next part:
SMILES | Pf Dd2 growth
N#Cc1ccc(CN2CCCC(c3nc(-c4cnccn4)no3)CCNC(=O)CC2)cc1 (stereo not given) | ?
Cc1ccc(S(=O)(=O)n2nc(C)c(S(=O)(=O)N3CCC(C)CC3)c2C)cc1 | 27.6%
COc1ccc(C2C(C#N)=C(N)Oc3n[nH]c(C)c32)cc1 (stereo not given) | -13.1%
O=C(CSc1nc(=O)n(CCN2CCOCC2)c2c1CCC2)Nc1ccccc1 | i
O=C(Cc1c[nH]c2ccccc12)N1CCC2(CC1)CC(CO)N(C(=O)c1ccccc1)C2 (stereo not given) | ?
O=C(c1cccs1)N1CCC(N2CC(OCC3CC3)C23CCOCC3)CC1 (stereo not given) | ?
O=C1COc2ccc(-c3ccoc3)nc2CN1Cc1ccccc1 | ?
CC(=O)Nc1ccccc1-c1nc2ccccc2n(CC(=O)Nc2ccc(C)c(Cl)c2)c1=O | 0.1%
O=C(c1ccc(OC2CCN(C(=O)C3CCOC3)CC2)nc1)N1CCOCC1 (stereo not given) | 55.1%[activator]
O=C(c1ccn[nH]1)N1CCc2n[nH]c(=O)n2CC1 | 30.0%[activator]
CN1CCC(NC(=O)c2n[nH]c3c2CN(C(=O)c2ccc(F)cc2F)CC3)CC1 | 41.7%[activator]
COc1ccc(N2CCN(C(=O)c3nc(SC)ncc3Cl)CC2)cc1 | 55.6%[activator]
Cc1cc(CN(C)C(=O)c2csc3nc(-c4cccc(C(F)(F)F)c4)cn23)on1 | ?
Brc1ccc(Nc2c3c(nc4nncn24)CCC3)cc1 | 3.98µM*
Cn1cccc1C(=O)N1C[C@@H](CO)[C@H](c2nc(C3CC3)no2)C1 | 0.5%
COc1ccc(C(=O)NC[C@H]2O[C@H](Cc3cc(COc4ccccc4)on3)CC[C@@H]2O)cc1 | -5.7%
CCc1nn2c(=O)cc(COC(=O)c3cccc(NC(=O)COc4ccccc4)c3)nc2s1 | 19.4%
COc1ccc(C(=O)N2CCN(c3cc(-c4cccs4)[nH]n3)CC2)c(C)c1 | i
C#CCNC(=O)C[C@@H]1c2nc(NC(=O)c3c(F)cccc3F)sc2C[C@@H]2[C@](C)(CO)[C@H](O)CC[C@]21C | i
COc1cccc(NC(=O)NC[C@H]2O[C@@H](CO)[C@@H](O)[C@H]2N(C)CCN(C)C)c1 | -5.6%
Cc1ccc2c(c1)nc1n2[C@@H](CNS(=O)(=O)c2ccccc2)COC1 | i
COc1ccc(-c2cc(N3CCCN(C(=O)c4ccc(NC(C)=O)cc4)CC3)n[nH]2)cc1 | ?
COc1ccccc1C1CNC(=O)c2nc(-c3cc(C(C)(C)C)[nH]n3)[nH]c2C1 (stereo not given) | ?
Cc1ocnc1C(=O)N1CCc2nc(N)nc(N3CC[C@H](O)C3)c2CC1 | -1.1%
COc1cc(C)c2c(c1C)C[C@H]([C@H](C)C(=O)NC1CCCC1)CC2 | i
CCCc1cnc(C)nc1N1CCC(c2nnc(CN(C)C)n2CC)CC1 | -17.9%
CC(C)(C)C1CCC2(CC1)NC(=O)N(CC(=O)NCc1ccc3c(c1)OCO3)C2=O (stereo not given) | ?
COCCn1c(=O)[nH]c2cc(C(=O)N3CCN(c4ccccc4)CC3)ccc2c1=O | -5.2%
O=C(NCCc1ccccc1)c1nnn2c1COC(c1ccc(Br)cc1)C2 (stereo not given) | ?
O=C(Nc1nc2ccc(S(=O)(=O)N3CCCC3)cc2s1)c1ccc(F)cc1 | ?
COc1ccccc1-c1ccnc(-c2nnc(C)n2Cc2ccncc2)c1 | -23.8%[44.1 µM]
COc1ccc(OC)c(NC(=O)c2cc(S(=O)(=O)NCCc3ccc(Cl)cc3)ccc2F)c1 | ?
CC(C)(C)CC(=O)N[C@H]1C[C@@H](Cc2cc(CN3CCN(c4ccccc4)CC3)on2)C1(C)C | ?
OC(c1cccc(C(F)(F)F)c1)c1nc(Nc2cccc(Cl)c2)n[nH]1 (stereo not given) | 7.94µM*
CCn1c(SCc2ccccc2Cl)nc(=O)c2c(C(=O)OC)cc(C3CC3)nc21 | 12.1%
Cc1ccc2cccc(NC(=O)COc3ccccc3Cl)c2n1 | 6.5%
CCN(CC)C(=O)c1ccc(NC(=O)Cn2nc(-c3ccc(C)cc3)c3ccccc3c2=O)cc1 | 34.4%
Cc1ccc(C2(O)CCN(C(=O)c3ccccc3-c3nn[nH]n3)CC2)nc1 | -10.1%
O=C(NCc1ccnc2[nH]ccc12)c1cccc2[nH]ccc12 | 1.3%[44.1 µM]
CC(=O)N1C[C@@H]2CCCN3CCC[C@@H]([C@H]23)[C@H]1CCCC(=O)N1CCNC(=O)C1 | 6.8%
Cc1nc(C2CCN(C(=O)[C@@H](N)[C@@H](C)O)CC2)cc(N2CCOCC2)n1 | 7.5%
Cc1ccc(-c2cc(C(F)(F)F)n3nc(C(=O)Nc4ccc(Cl)c(C(F)(F)F)c4)cc3n2)cc1 | 35.1%[activator]
CCNC(=O)[C@@H]1C[C@H](N)CN1S(=O)(=O)c1ccc2ccccc2c1 | ?
Cc1cccc(C(=O)Nc2ccc3nc(SCC(=O)N4CCCC4)sc3c2)c1 | ?
CCCCC(=O)OC1=C(C(=O)c2ccccc2)N(C)S(=O)(=O)c2ccccc21 | 59.5%[activator]
CC(C)c1ccc(C#N)c(N2CC[C@H](N3CCOCC3)[C@H](CCCO)C2)n1 | -26.9%
COc1ccc(N2C(=O)C3(CCCCC3)C2C(=O)N2CCN(c3ccccn3)CC2)cc1 (stereo not given) | ?
NCCC(=O)N1CCC2(CC1)CN(C(=O)Cc1ccc(Cl)cc1)CCO2 | 7.2%
O=C(NC1CCN(c2cc(-c3ccccc3)[nH]n2)CC1)C1CCCCC1 | i
